# Bioassay records as filed in PubChem BioAssay.
# K1F lysis inhibition: inhibition of K1F phage lysis, E. coli UTI89, bacterial capsule biogenesis inhibitors, alamar blue (AID 488966) | E. coli UTI89 K1F phage lysis, alamar blue, 2 h; higher % means a stronger effect | one-dose inhibition, % at 100 µM; IC50 in µM for titrated hits | hit rate 0.02% among 340,000;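 active = phage lysis inhibition, versus mean bacterial control, above a set limit; inconclusive = no clear call, values can overlap the other calls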;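 note: capsule biogenesis inhibitors block K1F phage lysis so surviving cells raise fluorescence; higher fluorescence means more inhibition of phage lysis; actives were called in the ten point dose series up to 300 µM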
# Hep lipid drop: modulators of hepatic lipid droplet formation; AML12 mouse hepatocytes, oleate lipid droplets, BODIPY imaging; inhibition, % at 6.5 µM; hit rate 0.4% among 240,000; AID 1656;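 active = lipid droplet intensity inhibited by at least 50%, with more than 500 cells counted; inconclusive = wells with under 300 cells, treated as cytotoxic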
#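 Material – AML12 mouse liver cells · Also added – oleate loading, 100 µM · Compound dosing – 6.5 µM single-point dosing · Times – overnight treatment with compound plus oleate · Measured by – fluorescence imaging, 20x objective, two fields per well · Read-out – percent inhibition of filter-corrected integrated lipid droplet intensity per well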
# human PMI inhibition: inhibitors of human PMI, primary screen, biochemical, fluorescence intensity, coupled assay (AID 1209). hit rate 0.42% among 190,000. purified PMI enzyme, coupled fluorescence intensity; higher % means a stronger effect. inhibition, % at 20 µM, or IC50 in µM where a hit was titrated;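 note: plate controls were DMSO vehicle for no effect and wells lacking substrate for full effect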
# P. falciparum M1AAP: malaria alanyl aminopeptidase activity blockers – biochemical, fluorogenic H-Leu-NHMec substrate, 1536-well (AID 1445); one-dose inhibition, % at 30 µM; IC50 in µM for titrated hits; recombinant M1AAP, H-Leu-NHMec fluorogenic kinetic assay; higher % means a stronger effect; hit rate 0.42% among 220,000;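 active = primary inhibition above the hit cutoff, then over 50% inhibition at one or more dose response concentrations, cut at about 23% in these data, passing the limit was not always enough; inconclusive = conflicting primary data, or primary hits not chosen for dose response; inactive = low primary inhibition, or under 50% at every dose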;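 note: plate controls were DMSO full reaction for no effect and no enzyme background for full effect; strong numbers were not always called active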
# PMI inhibition: human PMI inhibitors, high substrate, primary screen, biochemical, fluorescence intensity, high mannose 6-phosphate (AID 1220). inhibition, % at 20 µM; hits with a dose series show IC50 in µM. hit rate 0.66% among 190,000. recombinant PMI enzyme, coupled fluorescence intensity; higher % means a stronger effect
# ER stress rescue: protection against thapsigargin-triggered cell killing – 384-well, CSM14.1, ATP luminescence, primary screen (AID 1222); 190,000 tested, under 10 active; one-dose cellular ATP content (survival), % at 20 µM; EC50 in µM for titrated hits; CSM14.1 thapsigargin-induced death rescue, ATP luminescence; higher % means a stronger effect;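 active = EC50 below 50 µM in the dose-response confirmation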;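 note: death triggered by thapsigargin at about 15 µM added after 2 h compound pretreatment; cell ATP read after overnight thapsigargin exposure of roughly 18 to 22 hours; normalized against plate controls of thapsigargin alone and 5% DMSO vehicle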
# TNAP activators: stimulation of alkaline phosphatase TNAP activity – biochemical, luminescent, no phosphate acceptor, uHTS, primary screen (AID 1001) | purified TNAP, luminescent activation assay, no phosphate acceptor; higher activation fold means a stronger effect | activation fold at 20 µM, or EC50 in µM where a hit was titrated | hit rate 0.03% among 200,000; in the data active = activation fold from about 3, or a potency from the dose series; inactive = the rest, 99 in 100 with activation fold below about 1.6; note: many of its hits are not listed in these tables
# Myeloid diff MLP: compounds promoting myeloid differentiation. ER-HoxA9 myeloid progenitors, lysozyme-GFP differentiation, flow cytometry. calls only at 10 µM. hit rate 1% among 360,000. AID 624256;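 active = normalized GFP-positive differentiation at or above the plate's own cutoff, the solvent-only control mean plus 3 SD; inconclusive = no clear call, values can overlap the other calls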;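 note: cells exposed to compound for four days before flow analysis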
# WT yeast gro inh: growth inhibition of WT yeast, mitochondrial fusion screen | hit rate 2.1% among 190,000 | inhibition, % at 10 µM | mitochondrial fusion phenotypic screen, WT strain; in the data active = inhibition above about 58%; tested in S. cerevisiae
# WT yeast gro inh mutant strain: further read-out of WT yeast gro inh, marked with its call; inhibition, %; mitochondrial fusion phenotypic screen, mutant strain inhibition
# Hep lipid drop cells 6.5 µM: recorded beside Hep lipid drop, whose call it bears; cell count; measured here: cell count, cytotoxicity flag;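 cells counted across two imaged fields per well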
# Myeloid diff MLP GFP+ MAC1+ %: also measured in Myeloid diff MLP; calls as there; GFP+ MAC1+ double positive, %; measured here: differentiation confirmed by MAC1 staining
# * = called active by the depositor; i = inactive; ? = inconclusive; · = no result given; [ ] = remark or other dose. Cut-off read from the data, not from the text of the source, unless noted: active = inhibition above about 50%; inactive = the rest.
# Sequence of screens – K1F lysis inhibition	Hep lipid drop	Hep lipid drop cells 6.5 µM	human PMI inhibition	P. falciparum M1AAP	PMI inhibition	ER stress rescue	TNAP activators	Myeloid diff MLP	Myeloid diff MLP GFP+ MAC1+ %	WT yeast gro inh	WT yeast gro inh mutant strain
- Cc1ccc(C(=O)CSc2nc3c([nH]2)c(=O)n(C)c(=O)n3C)cc1
  0.1%	2	687	-12%	3%	-8%	-0.5%	1.2	i	0.6	-17	-15
- CCOC(=O)CSc1n[nH]c(NC(=O)c2cccc(C(F)(F)F)c2)n1
  11%	·	·	6%	-1%	10%	-3.2%	1.1	i	3.4	6	4
- CC(=O)c1cccc(NC(=O)COC(=O)[C@@H](NC(=O)OCc2ccccc2)C(C)C)c1
  ?	7	605	3%	7%	-6%	-0.2%	1.1	i	0.2	-30	1
- CN(C)c1ccc2c(c1)Sc1cc(N(C)C)ccc1N2C(=O)c1ccccc1
  0.2%	2	786	·	3%	·	·	·	i	1.0	·	·
- CC(C)(C)c1ccc(C2C3=C(CCCC3=O)NC3=C2C(=O)c2ccccc23)cc1 (stereo unspecified)
  0.1%	·	·	14%	10%	9%	-0.6%	1	i	10	3	8
- CCOC(=O)Cc1csc(NC(=O)CCN2C(=O)c3ccccc3C2=O)n1
  1.2%[50 µM]	·	·	-13%	-6%	-11%	-2.1%	1.1	i	0.9	-4	-10
- Cc1cccc2sc(NC(=O)[C@H](C)N3C(=O)C4CC=CCC4C3=O)nc12 (stereo partly specified)
  0.2%	2	653	·	1%	·	·	·	i	0.3	·	·
- Cc1sc2nc(SCC(=O)NCc3ccco3)[nH]c(=O)c2c1C
  -1.1%	-1	602	17%	11%	14%	-4.4%	1.1	i	3.7	3	2
- COc1ccc(NC(=O)Nc2cccc(C(=O)N3CCOCC3)c2)cc1OC
  0.3%	·	·	9%	1%	28%	-1.7%	1.1	i	1.1	-13	-23
- COc1ccc(C(=O)CSc2nc(C)cc(=O)[nH]2)cc1
  0.0%	-3	677	-9%	3%	-19%	·	1.1	i	0.9	3	1
- Cc1nnc(SCC(=O)OC2CC(C)CCC2C(C)C)[nH]c1=O (stereo unspecified)
  0.2%	6	758	9%	-14%	5%	-3.7%	1	i	0.0	-3	-9
- CCOC(=O)c1sc(NC(=O)CSc2nc(O)c(Cc3ccccc3)c(=O)[nH]2)nc1C
  0.4%	16	716	-12%	4%	-7%	1.6%	1.2	i	0.2	9	-19
- Cc1ccc(C(=O)NCc2cccs2)cc1S(=O)(=O)N1CCCCC1
  2.0%	-21	643	14%	15%	11%	0.3%	1.1	i	9.9	0	16
- Cc1ccc2c(c1)C(=O)C(=O)N2CCCOc1ccccc1C
  0.2%	2	736	21%	-6%	20%	-3.2%	1	i	0.2	-6	-23
- CCc1cccc(CC)c1NC(=O)COn1nnc2ccc(C(F)(F)F)cc21
  1.8%	-68	640	16%	-1%	15%	-1.7%	1.1	i	0.7	-5	-17
- CCN1CCN(C(=O)C(N)Cc2ccccc2)CC1 (stereo unspecified)
  -0.5%	-1	717	6%	5%	0%	-1.5%	1.1	i	0.1	-4	-12
- CCOc1c(N2CCOCC2)c(=O)c1=O
  0.0%	-5	790	·	6%	·	·	·	i	0.7	·	·
- O=C(Cn1cnc2c(cnn2-c2ccc(F)cc2)c1=O)N1CCCc2ccccc21
  0.6%	1	741	5%	5%	4%	0.0%	1.1	i	0.8	2	-18
- CN(C)C(=O)c1c([N+](=O)[O-])ncn1C
  1.5%	5	746	6%	-11%	8%	-1.0%	1.1	i	0.7	14	14
- CCCCC(=O)Nc1ccc2c(c1)nc1n2CCSC1
  0.2%	-2	652	14%	0%	7%	-4.5%	1	i	0.6	5	-2
- Cc1ccc(CNc2nc(Cl)c(C#N)s2)cc1
  0.2%	2	676	9%	-1%	4%	-0.9%	1.2	i	0.2	-9	4
- CCOc1ccc(CC(=O)NNC(=S)Nc2ccccc2)cc1Br
  0.2%	-8	743	8%	-8%	2%	-0.5%	1	i	1.0	3	0
- O=C(c1ccc(S(=O)(=O)c2ccc(Cl)cc2)cc1)N1CCOCC1
  -0.4%	0	710	-1%	4%	-5%	2.2%	1.1	i	0.6	-20	-10
- C/C(Cn1nnc([N+](=O)[O-])n1)=N\NC(=O)c1ccccc1
  -1.0%[50 µM]	·	·	1%	-3%	38%	-0.1%	1	i	1.5	6	13
- CN(Cc1ccccc1)C(=O)CN(Cc1ccccc1)S(C)(=O)=O
  1.6%	-13	765	7%	2%	10%	-3.0%	1.1	i	0.7	-13	-10
- CCC1SC(C)C/C(=N/NC(N)=O)C1C (stereo unspecified)
  0.4%	-2	778	·	-4%	·	·	·	i	0.6	·	·
- Cc1cc(C(=O)CSc2nncs2)c(C)n1-c1ccc2c(c1)OCO2
  1.5%	-4	628	4%	15%	8%	-1.7%	0.9	i	1.0	-12	0
- CCCCN(C)C(=S)Nc1ccc2nc(N3CCN(CC)CC3)cc(C)c2c1
  0.1%	6	685	4%	10%	17%	-2.7%	1	i	0.4	23	17
- Cc1cccc(-n2c(SCc3cc(=O)n4c(C)cccc4n3)nc3[nH]ncc3c2=O)c1
  ·	-4	742	5%	13%	1%	3.9%	1.1	·	·	-3	-7
- CN1CCNC(=O)C1CC(=O)O (stereo unspecified)
  0.8%	·	·	-15%	-1%	-11%	-1.7%	1	i	2.5	16	27
- CN(C)CCNc1oc(-c2ccccc2F)nc1C#N
  7.5%	-4	629	9%	1%	10%	·	1.1	i	1.5	10	0
- CC(C)Cn1c2ccccc2c2cc(C(=O)O)ccc21
  4.6%	23	774	8%	-5%	7%	-0.2%	1.1	i	5.4	-21	13
- CCOC(=O)c1[nH]c(C)c(C(=O)Nc2ccc(C)c(F)c2)c1C
  -1.0%	-9	631	20%	0%	16%	-3.7%	1.1	i	6.6	18	2
- O=C(Cn1cc(C(=O)c2cccs2)c2ccccc21)NC1CCCCC1
  0.5%	-18	769	13%	10%	12%	0.4%	1.1	i	1.5	12	9
- O=c1c2c3c(sc2ncn1/N=C/c1ccco1)CCCC3
  -0.3%	4	713	9%	8%	1%	8.8%	1.1	i	3.3	-9	4
- CCOC(=O)CN1N=C(/C=C/c2ccc(OC)cc2)CCC1=O
  0.4%	·	·	5%	4%	7%	-2.8%	1	i	1.3	11	-27
- COc1cccc(C(C(=O)NC2CCCC2)N(Cc2ccccc2OC)C(=O)c2ccco2)c1 (stereo unspecified)
  0.0%	-5	636	-1%	11%	-3%	1.3%	1.1	i	1.5	-10	14
- Cc1c([N+](=O)[O-])c(C(=O)Sc2ccc(Br)cc2)nn1C
  -2.2%	4	736	·	2%	·	·	·	i	0.5	·	·
- CN(C(=O)c1cccc(C#N)c1)c1nnc(-c2ccccn2)s1
  -0.6%	-1	756	18%	-1%	12%	2.4%	1.1	i	0.3	4	3
- COc1ccc(C(c2c(C)[nH]n(C(N)=S)c2=O)C(C#N)C#N)cc1 (stereo unspecified)
  -0.1%	24	767	-37%	5%	-67%	0.4%	1.4	i	1.1	1	5
- CC(=O)c1ccc(Nc2cc(C)nc3ccccc23)cc1
  1.5%	10	697	96%*	3%	-8%	0.9%	1.1	i	0.0	3	10
- COc1cc2cc(CN(CCc3ccccc3C)C(=S)NCCCN(C)C)c(=O)[nH]c2cc1OC
  4.4%	-14	612	17%	2%	16%	-0.9%	1	i	0.5	-8	-3
- CCOc1ccc2nnnn2n1
  0.6%	·	·	-8%	-5%	-5%	-1.6%	1.1	i	0.3	·	·
- COc1cccc(C(=O)OCc2ccccc2C#N)c1O
  0.4%	·	·	13%	5%	10%	-0.7%	1	i	2.3	4	-20
- Cc1cc(C)cc(NC(=O)c2cc(C)nn2C)c1
  1.0%[50 µM]	0	741	-13%	3%	-18%	-0.7%	1.1	i	0.7	-7	-8
- O=C1c2cccc3cccc(c23)C(=O)N1CCCN(C(=O)c1cccs1)c1cccc(F)c1
  2.6%	-1	690	7%	4%	5%	-0.9%	1.4	i	0.6	15	-46
- CC(=O)N1CCC(c2c[nH]c3ccccc23)CC1
  1.5%	-3	542	·	4%	·	·	·	i	0.4	·	·
- O=C(O)C1CSC(c2ccccc2Cl)N1C(=O)c1ccc(Cl)cc1 (stereo unspecified)
  0.1%	-3	641	6%	4%	7%	-1.6%	1	i	1.4	-12	-6
- COc1ccc(C(=O)NC(=S)N2CCOCC2)cc1OC
  -0.6%	1	715	9%	-8%	11%	0.4%	1	i	0.5	-10	2
- CCOC(=O)C1=C(SCC)c2cc3c(n2C1=O)CCCC3
  0.1%	7	710	1%	9%	8%	-1.2%	0.9	i	0.0	-14	12

# Later entries:
# Sequence of screens – K1F lysis inhibition	Hep lipid drop	Hep lipid drop cells 6.5 µM	human PMI inhibition	P. falciparum M1AAP	PMI inhibition	ER stress rescue	TNAP activators	Myeloid diff MLP	Myeloid diff MLP GFP+ MAC1+ %	WT yeast gro inh	WT yeast gro inh mutant strain
- O=CN1CCN(C2CC(=O)N(c3ccc4c(c3)OCO4)C2=O)CC1 (stereo unspecified)
  2.2%	8	607	12%	9%	13%	-4.1%	1.1	i	0.7	-5	-15
- c1ccc2cc(OCCN3CCCC3)ccc2c1
  6.6%	·	·	-4%	-3%	1%	4.5%	1	i	7.3	-5	18
- Oc1ccc(/C=N/Nc2ncc(Br)cn2)c(O)c1
  4.3%	-3	640	43%	-6%	6%	-2.1%	1.8	i	3.7	31	13
- CC(=O)Nc1cc(O)cc(O)c1
  0.4%	1	660	·	5%	·	·	·	i	0.7	·	·
- C[C@@H]1C[C@H](Nc2ccccc2)c2ccccc2N1C(=O)c1cccnc1
  -0.8%	-2	695	7%	5%	-3%	-3.0%	1.1	i	1.3	-5	-12
- CCN(CC)S(=O)(=O)c1ccc(OC)c(NC(=O)COc2ccccc2[N+](=O)[O-])c1
  -0.3%	-8	638	17%	3%	19%	1.2%	1.1	i	0.2	1	7
- O=C(NCc1ccc(F)cc1)C1CCCN(S(=O)(=O)c2cccnc2)C1 (stereo unspecified)
  1.0%	·	·	1%	19%	3%	-2.4%	1.1	i	0.4	-16	1
- O=C1c2ccccc2C(=O)N1CCCc1nc2ccccc2c(=O)n1CCCn1ccnc1
  0.0%	·	·	-6%	4%	7%	-1.7%	0.5	i	1.7	12	7
